All columns: NCI-60 one-dose screen, growth in % after 48 h at 10 µM unless noted; 100 = growth as untreated, 0 = no growth, -100 = all killed.
HL-60(TB): HL-60(TB) leukemia cells | AID 1794776 | 9% of 78,000 active; active = growth percent below 10
An asterisk follows results filed as active; & = joins results of further samples; [ ] = dose if it differs, or a comment. This is a subset, so the mix of outcomes need not match the whole.

#	smiles	HL-60(TB)
1	Cc1ccc(N=Nc2c(N)nn3c(-c4cc5cc(Br)ccc5oc4=O)ccnc23)cc1	83
2	Cc1ccc(CN2CCC(C(=O)Nc3ccc(-c4cc5ccccc5[nH]4)cc3)CC2)o1	14
3	COc1ccc(-c2cc(C(=O)N=Nc3c(O)[nH]c4ccc(OC)cc34)c3ccccc3n2)cc1	100
4	O=C(O)/C=C/c1ccncc1	119
5	CCOP(=O)(OCC)c1nc(-c2ccccc2)oc1N(C)CCBr	103
6	CNC(=O)OCC1OC(n2cnc3c(NC(=O)Nc4ccccc4)ncnc32)C(O[Si](C)(C)C(C)(C)C)C1O[Si](C)(C)C(C)(C)C (stereo unspecified)	113
7	CC(C)OC(=O)[C@H](C)N[P@](=O)(OC[C@@H]1[C@@H](CO[P@@](=O)(N[C@@H](C)C(=O)OC(C)C)Oc2ccccc2)C=C[C@H]1n1cnc2c(N)ncnc21)Oc1ccccc1	101
8	CCN1C2=C(SC(=S)C1=C1SC(C(=O)OC)=C(C(=O)OC)S1)SC(=Nc1ccc(OC)cc1)C2=O	26
9	O=C(N/N=C/C[C@@H]1[C@@H](/C=C/[C@@H](O)CCc2ccccc2)[C@H](OC(=O)c2ccccc2)C[C@@H]1O)c1ccncc1	85
10	CCOP(=O)(OCC)C(Cc1ccccc1)N=C(c1ccccc1)c1ccccc1 (stereo unspecified)	89
11	N#Cc1c(N)oc2c(-c3ccccc3)[se]nc12	79
12	O=C(Nc1ccc2[nH]c(=O)[nH]c2c1)c1nn(Cc2ccccc2)c(=O)c2ccccc12	77
13	COc1ccc2c(c1)C1(Nc3ccccc3-c3nc4ccccc4n31)C(=O)N2 (stereo unspecified)	99
14	COc1cccc(N2CC(c3nc4ccccc4n3Cc3ccc(F)cc3)CC2=O)c1 (stereo unspecified)	101
15	BrCC(Br)(CBr)CBr	98
16	Cc1cccc(Cl)c1NC(=O)c1ccc2nc(NC(=O)NCCN(C)C)sc2c1	115
17	COC(=O)/C=C\C(=O)OC	90
18	COc1ccccc1/C=N\Nc1ccc([N+](=O)[O-])cn1	90
19	CN(C)c1ccc(/C=c2\sc3nc(=O)c4nc(-c5ccccc5)c(-c5ccccc5)nc4n3c2=O)cc1	95
20	COC(=O)c1ccc(C(=O)OC)c2nn3c(N)nnc3nc12	176
21	CCOc1ccncc1[N+](=O)[O-]	103
22	CCOC(=O)Nc1ccc2nc(-c3cscn3)[nH]c2c1	19
23	CC1(C)CC(=O)C2=C(C1)N(Cc1ccc(C(=O)O)cc1)C1=C(C(=O)CC(C)(C)C1)C2c1ccc(F)cc1	116
24	COc1cc(-c2nn(-c3ccccc3)cc2C(=O)O)ccc1O	97
25	COc1cc(C(c2cc(C(C)=O)n3cccc(Br)c23)c2cc(C(C)=O)n3cccc(Br)c23)cc(OC)c1OC	83
26	N=C1SCC(=O)N1c1ncc(Cc2cccc(C(F)(F)F)c2)s1	97
27	Cc1noc(C)c1COc1ccccc1C(=O)Nc1nc2c(C)cccc2s1	65
28	N#CCC(=O)Nc1ncc(Cc2ccccc2Cl)s1	97
29	CC(=O)c1ccc(N2C(=O)c3ccc(C)cc3C2=O)cc1	95
30	Oc1c(O)c(Cl)c(Cl)c(Cl)c1Cl	25
31	Fc1ccc(Cn2cc(CSc3nc4ccccc4o3)nn2)c(F)c1	107
32	C[N+]1=C(/C=C/c2ccc(I)cc2)C(C)(C)c2ccccc21	39
33	Cc1c(-c2cnccn2)ssc1=S	79
34	O=c1[nH][nH]c2cc([N+](=O)[O-])ccc12	118&106
35	COCCCNC(=O)NS(=O)(=O)c1ccc(C)cc1	110
36	Cn1cc(C2=C(c3cccc4ccccc34)C(=O)N(O)C2=O)c2cc(Br)ccc21	120
37	NC(N)=N/N=C/c1cccc(O)c1	141
38	Clc1ccc(C2=Nn3c(N/N=C/c4ccccc4)nnc3SC2)cc1	97
39	COc1ccc(Cn2cc3c(c2-c2cc(OC)c(OC)c(OC)c2)CCc2c(CN4CCOCC4)noc2-3)cc1	1.3*
40	Cc1sc2nc(NCCN)[nH]c(=O)c2c1C	115

5 entries drawn at random from those above:
#	smiles	HL-60(TB)
37	NC(N)=N/N=C/c1cccc(O)c1	141
36	Cn1cc(C2=C(c3cccc4ccccc34)C(=O)N(O)C2=O)c2cc(Br)ccc21	120
27	Cc1noc(C)c1COc1ccccc1C(=O)Nc1nc2c(C)cccc2s1	65
28	N#CCC(=O)Nc1ncc(Cc2ccccc2Cl)s1	97
21	CCOc1ccncc1[N+](=O)[O-]	103

Following part.
#	smiles	HL-60(TB)
41	CC(C)c1ccc(NC(=O)Nc2ccc(NC(=O)CCCC(=O)NOCc3ccccc3)cc2)cc1	18
42	COc1ccc(C(C)C(C)=O)cc1 (stereo unspecified)	103
43	O=C(COc1cccc(/C=C2\Cc3ccccc3C2=O)c1)c1ccc(Cl)cc1	94
44	N#CC1=C(c2ccco2)Nc2c(c(-c3ccccc3)nn2-c2ccccc2)C12C(=O)Nc1ccc(Br)cc12 (stereo unspecified)	51
45	CNC(=O)c1cc(N2CCc3cc(NC(=O)Nc4cc(C(F)(F)F)cc(C(F)(F)F)c4)ccc32)ccn1	86
46	CCOC(=O)COc1ccc(OC)cc1	98
47	N#CC(=C1C=CC(=NO)C=C1)c1ccccc1	4.9*
48	CC(=O)c1cc(C(=O)c2ccccc2)n2cc3ccccc3cc12	80
49	CCOC(=O)Cc1cc(=O)[nH]n(-c2ccccc2)c1=O	90
50	COc1ccc(/C=C/C(=O)c2ccc(NC(=O)c3cc4cc5ccccc5nc4s3)cc2)cc1OC	92
51	CCCCNC(=O)c1ccc2c(c1)nc(-c1ccccc1)n2C1CCCCC1	115
52	Cc1ccc2[nH]c(=O)c(/C=N/O)cc2c1	91
53	O=[N+]([O-])c1ccc(O)c2ncccc12	-5.6*
54	O=C(Cl)c1ccc2c(c1Cl)C(=O)c1ccccc1C2=O	118
55	NC(=O)c1cccc(Nc2ccnc(C(F)(F)F)c2)c1	95
56	COc1cccc2cc(N(C)c3nc(C)nc4c3CCC4)ccc12	-8.8*
57	O=C(Nc1ccsn1)c1ccc(Cl)cc1Cl	79
58	CC(=O)c1ccc(Nc2nc(SC(C)C)nc(-c3ccc(F)cc3)c2C#N)cc1	102
59	CCOC(=O)/C=C/c1cccc(F)c1	115
60	CCCCCCCCSc1nnc(-c2c(C)nc3ccc(C)cn23)o1	100
61	CN(CCc1ccccn1)c1ccccc1	34
62	C/C(=C/CC1=C(O)c2ccccc2C(=O)C1=O)CO	98
63	C#CCOc1ccc(C2=NN(CCCCCC)C3N=C(Cl)c4ncn(CCCCCC)c4N23)cc1OCC#C (stereo unspecified)	99
64	Cc1cn(-c2cc(NC(=O)c3cncc(C#Cc4cnc5ccc(OCC6(C)COC6)nn45)c3)cc(C(F)(F)F)c2)cn1	63
65	CSC(=O)NC(=O)NC(=O)c1ccc([N+](=O)[O-])cc1	59
66	CC1=CC(=O)Nc2ccccc2S1	97
67	Nc1nc(Nc2ccccc2)c2c(n1)-c1ccoc1CC2	105
68	N#Cc1c(N)nc(Cl)c(C#N)c1C(=O)c1ccccc1	6.3*
69	COc1ccc2c(c1)CC[C@@H]1[C@@H]2CC[C@]2(C)[C@@H](O)C(=O)C[C@@H]12	108
70	CCCCCCOC(N)=O	97
71	Cn1c(=O)c2[nH]c(N/N=C/c3ccccc3C(=O)O)nc2n(C)c1=O	97
72	C/C(=C/C(=O)O)c1ccccc1	60
73	CN(C)c1ccc(/C=C2\C=C(c3ccccc3)N(CCc3ccccc3)C2=O)cc1	74
74	Cc1ccc(S(=O)(=O)NCCC(C)CC(C)c2ccc3ccccc3c2)cc1 (stereo unspecified)	99
75	O=[N+]([O-])c1ccc(CS(=O)c2ccccc2)cc1 (stereo unspecified)	82
76	COC(=O)C1CC(C(=O)OC)CC(C(=O)OC)C1 (stereo unspecified)	103
77	CC(=O)Nc1ccccc1OC(C)=O	120
78	CC12CC[C@@H]3[C@]4(C)COC(c5cn[nH]c5-c5cccc(Br)c5)O[C@@H]4CC[C@@]3(C)[C@@H]1CC(C1=CCOC1=O)O2 (stereo partly specified)	13
79	Cc1ccc(S(=O)ONc2cccc(NOS(=O)c3ccc(C)cc3)c2)cc1 (stereo unspecified)	62
80	NC(=O)/C=C/c1ccco1	94
81	CC1=CC(=O)CC(C(C)C)C1 (stereo unspecified)	85
82	C/C=C1\OC(n2cnc3c(N)ncnc32)C(O)C1O (stereo unspecified)	106
83	CCOC(=O)C(C#N)=C(C(C)CC)C(C)CC (stereo unspecified)	92
84	CC(C)(C)OC(=O)N1Cc2cc3ccccc3nc2C1	96
85	NNC(=O)CSc1ncnc2c1c(-c1ccccc1)cn2-c1ccc(Cl)cc1	96
86	c1ccc(-c2ccc(-c3ccccc3)o2)cc1	96
87	C#CCCN(Cc1ccccc1OC)Cc1ccccc1S(=O)(=O)c1ccccc1	79
88	COc1cc(NC(=O)SC2=NCCS2)cc(OC)c1	90
89	COC(=O)c1ccc(Cl)c(NN)c1	103
90	Fc1ccc(N2N=NC3CCc4ccccc4C32)cc1 (stereo unspecified)	67
91	Cc1ccccc1NC(=O)Cc1csc2[n+]1C(=O)/C(=C\c1ccc3c(c1)OCO3)S2	102
92	Cc1nn(C(=O)c2cccnc2)c2c1nnc1ncccc12	115
93	CC(=O)c1ccc(Nc2nc(NCCO)nc(Nc3ccc(Cl)cc3)n2)cc1	103
94	Clc1ccc2nn3c4ccccc4c(OCCN4CCOCC4)nc3c2c1	82
95	O=C(c1ccccc1)C1CCNCC1	104
96	O=c1[nH]c(CSc2nc3sc4c(c3c(=O)[nH]2)CCCC4)nc2ccccc12	71
97	CS(=O)(=O)c1nccc(-c2c(-c3ccc(OCCc4ccccc4)cc3)nc3sccn23)n1	89
98	CNC(=O)O/N=C/C(C)(C)SC	97
99	CC[C@H](C)[C@H]1NC(=O)[C@@H](N[C@](C)(O)[C@@H](N)CC(C)C)[C@@H](C)OC(=O)[C@H](Cc2ccc(OC)cc2)N(C)C(=O)[C@@H]2CCCN2C(=O)[C@H](CC(C)C)NC(=O)[C@@H](C)C(=O)[C@H](C(C)C)OC(=O)C[C@@H]1O	-28*
100	CCCCCCOC(OCCCCCC)c1ccccc1	101

Continuation.
#	smiles	HL-60(TB)
101	CCCCC(NC(=O)CCN1C(=O)/C(=C/C(C)=C/c2ccccc2)SC1=S)C(=O)O (stereo unspecified)	101
102	NC(=O)c1cccc(-n2ccc3cc(NC(=O)c4cccc(C(F)(F)F)c4)ccc32)n1	82
103	CS(=O)(=O)c1ccccc1C=O	105
104	O=c1c2c3c(sc2n2c(=S)[nH]nc2n1Cc1ccccc1)CCCC3	94
105	CCOC1=C(Cl)C(=O)C(OCC)=C(Cl)C1=O	52
106	COc1ccc(/C(C)=C(/C#N)c2nnc(NC(=O)c3ccc(-n4c(=O)[nH]c5ccccc5c4=O)cc3)s2)cc1	102
107	Cc1ccc(C(=Nc2ccccc2)N=P(c2ccccc2)(c2ccccc2)c2ccccc2)cc1	-4.4*
108	C[C@@H]1C[C@H]2C(=O)O[C@@H](C)C(NC(=O)[C@H](Cc3cc(F)cc(F)c3)NC(=O)Nc3ccc(OS(=O)(=O)F)cc3)C(=O)N3CCC[C@H]3C(=O)N3CCO[C@H](C)[C@H]3C(=O)N[C@@H](CO)C(=O)N2C1 (stereo partly specified)	13
109	C#CCOC(=O)/C=C/c1cn(-c2ccccc2)nc1-c1ccc(OC)cc1	110
110	CCN(CC)C(=O)c1cc(OC)c(OC)c(OC)c1	85
111	COc1ccc(NC(=O)CSc2nnc(-c3ccc(-c4nc5ccccc5[nH]4)cc3)o2)cc1	43
112	O=S(=O)(NCCNc1nccc(-c2c(-c3cccc(F)c3)nc3sccn23)n1)c1ccc(Cl)cc1	96
113	CCCCCCCN=C(N)N=C(N)N	76
114	O=C1C=C(Nc2cccc(Br)c2)c2ccccc2C1=O	72
115	O=C(Nc1ccc(F)cc1F)c1cc(I)ccc1O	-35*
116	CCN1CCN(c2cc(C(=O)Nc3nc(-c4cc(OC)c(OC)c(OC)c4)cs3)cc(C(F)(F)F)c2)CC1	41
117	O=C[C@H](O)[C@@H](O)[C@H](O)CO	108
118	C=C(C)[C@@H]1CC[C@]2(C(=O)NCCNCCNCCN)CC[C@]3(C)[C@H](CC[C@@H]4[C@@]5(C)CC[C@H](O)C(C)(C)[C@@H]5CC[C@]43C)[C@@H]12	-24*[100 µM]
119	O=c1[nH]c(=S)[nH]c(=O)n1Cc1cccc2ccccc12	101
120	CC(C)Sc1nnc(-c2ccc(NC(=O)c3cccnc3)cc2)o1	85

Exported field by field: three of the compounds above.
90	Fc1ccc(N2N=NC3CCc4ccccc4C32)cc1 (stereo unspecified)
  HL-60(TB) = 67
91	Cc1ccccc1NC(=O)Cc1csc2[n+]1C(=O)/C(=C\c1ccc3c(c1)OCO3)S2
  HL-60(TB) = 102
92	Cc1nn(C(=O)c2cccnc2)c2c1nnc1ncccc12
  HL-60(TB) = 115

The listing continues:
#	smiles	HL-60(TB)
121	CCOC(=O)c1cnc2c(C)cc(C)cc2c1Nc1ccc(OC)c(OC)c1	99
122	O=C(Nc1ccccc1)Nc1ccc(Nc2ncnc3sc4c(c23)CCCC4)cc1	97
123	COc1cc(/C=C/C(=O)c2ccc(NC(=O)CN3C(=O)NC(C)(c4ccccc4)C3=O)cc2)cc(OC)c1OC (stereo unspecified)	-11*
124	CNC(=O)c1cc(-n2ccc3cc(NC(=S)Nc4ccc(Cl)c(C(F)(F)F)c4)ccc32)ccn1	80
125	NC(=O)c1cc2c3ccccc3ccn2c1-c1ccccc1	-3.9*
126	CN(C)c1ccc(/C=N/NC(=O)c2ccccc2Nc2ccnc(C(F)(F)F)c2)cc1	105
127	COc1ccc(Cc2nccc3cc(OC)c(OC)cc23)cc1OC	65
128	CCOC(=O)c1c2c(c(C)n1Cc1ccccc1)-c1nn(Cc3ccccc3)cc1CC2	73
129	O=C(c1cc2ccccc2[nH]1)N(CC(F)(F)F)C1CCC(NCc2ccccc2)CC1 (stereo unspecified)	85
130	Nc1c(C(=O)c2ccc3c(c2)OCO3)sc2nc(-c3ccc4c(c3)OCO4)cc(C(F)F)c12	100
